Pf growth 48h: inhibits P. falciparum growth in the first generation, 48 h | P. falciparum luciferase growth in erythrocytes, 48 h | Potency, µM (highest dose often 28.7 µM), for inactives: top-dose activity change, negative = inhibition, usual class: inhibitors | 310,000 tested, 5.9% active; also: potency is read from the fitted curve at half-maximal effect; % is scaled to controls: 0 for no effect and ±100 for the full control effect
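Compounds are pin-transferred into medium, infected erythrocytes (2% hematocrit, 0.1% parasitemia final) are added, and plates sit one parasite generation at 37 C in 5% CO2. Detection reagent is then added and luminescence measured.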
Shiga inhibitor: inhibitors of Shiga toxin in Vero cells; Vero cells, Shiga toxin protein synthesis inhibition reporter; 290,000 tested, 9.2% active; inhibition, % at 38.7 µM; in the data active = inhibition mostly above about 28%, no sharp cut-off; inactive = mostly below about 43%; also: 0% is about no effect
LmPK inh: inhibitors of Leishmania mexicana pyruvate kinase; 290,000 tested, 0.37% active; Potency, µM (doses to about 57.5 µM), for the others: top-dose activity change, negative = inhibition, actives largely listed as inhibitors; purified LmPK, Kinase-Glo ATP luminescence, 1 h; Q27686; also: potency is read from the fitted curve at half-maximal effect; % is scaled to controls: 0 for no effect and ±100 for the full control effect
Target sequence (Q27686 whole entry, looked up): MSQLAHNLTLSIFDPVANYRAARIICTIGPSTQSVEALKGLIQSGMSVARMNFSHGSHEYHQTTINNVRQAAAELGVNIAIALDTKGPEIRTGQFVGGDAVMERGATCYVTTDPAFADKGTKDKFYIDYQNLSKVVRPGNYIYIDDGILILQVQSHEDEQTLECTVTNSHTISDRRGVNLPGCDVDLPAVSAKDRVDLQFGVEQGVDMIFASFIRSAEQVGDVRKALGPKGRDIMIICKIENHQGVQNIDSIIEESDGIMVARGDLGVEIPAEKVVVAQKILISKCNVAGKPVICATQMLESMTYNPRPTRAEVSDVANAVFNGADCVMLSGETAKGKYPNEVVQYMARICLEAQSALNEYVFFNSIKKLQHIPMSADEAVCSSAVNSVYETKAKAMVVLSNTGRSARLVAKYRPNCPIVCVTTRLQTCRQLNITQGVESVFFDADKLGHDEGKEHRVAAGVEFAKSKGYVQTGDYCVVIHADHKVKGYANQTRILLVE
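0.1 nM LmPK, 0.5 mM PEP, 0.1 mM ADP; 50 mM imidazole pH 7.2, 7 mM MgCl2, 50 mM KCl; 1 h RT. Kinase-Glo luminescence readout, normalized to no-enzyme (full inhibition) and uninhibited wells.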
Tb PYK inh: blocks Trypanosoma brucei pyruvate kinase; Q57TT1; TbPYK enzyme, Kinase-Glo Plus ATP luminescence, 45 min; Potency, µM (series often up to 76.8 µM), for inactives: at the top dose activity, negative = inhibition, most hits filed as inhibitors; 410,000 tested, 0.12% active; AID 624173; also: potency is read from the fitted curve at half-maximal effect; % is scaled to controls: 0 for no effect and ±100 for the full control effect; nearly all actives have a fitted effect of over 50% in size
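Screened from lowest to highest concentration, compounds were pinned into TbPYK/substrate mixtures, and ADP (130 uM final) was added. Plates sat at room temperature for 45 min prior to Kinase-Glo Plus detection by luminescence.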
Cycloheximide cs: counter-screen for Shiga toxin inhibitors: cycloheximide protein synthesis inhibition | cell reporter, cycloheximide protein synthesis inhibition counterscreen | max response, % | 300,000 tested, 12% active | AID 2314; in the data active = max response mostly above about 13%, no sharp cut-off; inactive = mostly below about 14%; also: read at 38.3 µM for the half of the compounds with a filed dose; 0% is about no effect
Pf growth 96h: inhibits malaria parasite growth, 96 h | P. falciparum luciferase reporter growth, 96 h | Potency, µM (titrated, usually from 28.7 µM), without a hit: top-dose activity change, negative = inhibition, usual class: inhibitors | 320,000 tested, 6.9% active | AID 504834; also: potency is read from the fitted curve at half-maximal effect; % is scaled to controls: 0 for no effect and ±100 for the full control effect
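96 h incubation, 37 C, 5% CO2, of luciferase-reporter P. falciparum-infected RBCs (2% hematocrit, 0.05% parasitemia final) with test compounds; endpoint luminescence.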
HCV inh: blocks hepatitis C virus; Huh7.5.1 HCVcc-Cre infection, luciferase reporter, 44 h; 340,000 tested, 3.4% active; Potency, µM (series often up to 41.8 µM), for inactives: top-dose activity change, negative = inhibition, usual class: inhibitors; also: potency is read from the fitted curve at half-maximal effect; % is scaled to controls: 0 for no effect and ±100 for the full control effect
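Cells seeded at 1,000/well and cultured 4 h, then compounds added followed by HCVcc-Cre virus (~0.5 moi). After 44 h further culture, luciferase substrate was added, plates held 15 min at room temperature, and luminescence read for 15 sec.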
Numbers without * were called inactive; ? = inconclusive; · = no result given; & = joins results of further samples; ! = not confirmed by another sample; [ ] = another dose, or the depositor's remark. Unless noted, calls follow the shape of the dose curve; as a rule, active = well fitted curve in the direction sought with a large enough effect; inconclusive = small, poorly fitted or top-dose-only effect, or another doubt; inactive = no such curve, though single readings can be large; an effect the other way counts as inactive or inconclusive.

SMILES	Pf growth 48h	Shiga inhibitor	LmPK inh	Tb PYK inh	Cycloheximide cs	Pf growth 96h	HCV inh
CCCN1CC(C)C(OC(C)=O)(c2ccccc2)CC1C (stereo unspecified)	10%	16	3%	6%	0	-21%	17%
CCCCCCCCCCCCCCCCn1cc[n+](C)c1	3.3µM*	-19&-5	3%&0%	-2%&-10%	-2&11	2.1µM*!	5.6µM*
O=C(COC(=O)CNC(=O)c1cccs1)Nc1ccc(C(F)(F)F)cc1[N+](=O)[O-]	?	·	·	-1%	·	27%	14%
CCS(=O)(=O)N1CCN(c2cnn(-c3ccccc3)c(=O)c2Cl)CC1	19%	4	1%	3%	-3	-6%	-1%
Cc1ccc(C)c(OCCC(=O)NCCc2ccc(S(N)(=O)=O)cc2)c1	1%	-5	0%	-5%	-2	-7%	-18%
O=C(Nc1nc(-c2ccccn2)cs1)c1cc(Cl)ccc1[N+](=O)[O-]	13µM*	21	-2%	?	11	2.3µM*	10µM*
CCOC(=O)c1c(C)nc2sc(C(=O)Nc3ccc(OC)cc3)c(N)c2c1-c1ccc(OC)cc1	·	-5	3%	0%	-2	2.3µM*	3.5µM*
CCN1C(=O)/C(=C/c2ccc(N(CC)CC)cc2OC)C(=O)NC1=S	-17%	12	?	?	-2	59%[activator]	-6%
O=S(=O)(NCC1CN(S(=O)(=O)c2ccc3c(c2)OCCO3)C1)c1c(F)cccc1F	·	-12	·	8%	-8	·	·
O=C(Nc1ccc(Cl)cc1N1CCOCC1)C1CC1	?	-24	-12%	5%	12	?	13%
CCCCn1c(N)c(N(CC(C)C)C(=O)COC(=O)C2(c3ccccc3)CC2)c(=O)[nH]c1=O	?	·	·	-12%	·	?	-5%
Cc1ccc(C)c(Cc2c(C)nc3c(C(=O)N4CCOCC4)cnn3c2C)c1	?	8	1%	-16%	1	29%	14%
COc1ccc2nc(NC(=O)CSc3nnc(C)n3N)sc2c1	157%[activator]	51*	-17%	-8%	35*	437%[activator]	9%
O=C(N/N=C/c1ccncc1)NC1CCCCC1	0%	-2	9%	-9%	-3	2%	21%
CCC(C(=O)Nc1cc(F)ccc1F)n1nc(C)c2c(C)n(-c3ccc(C)cc3)nc2c1=O (stereo unspecified)	?	2	3%	-4%&-2%	-2	8.3µM*	8.9µM*
COC(=O)c1ccccc1NC(=O)C(C)c1ccc([N+](=O)[O-])cc1 (stereo unspecified)	-23%[5.75 µM]	-11	0%	5%	-2	?	?
O=C(CCc1ccccc1F)N1CCN(c2ccc(C(F)(F)F)cn2)CC1	21%	-9	1%	-6%	-3	23%	-10%
Cc1ccc(-n2nnnc2SCC(=O)c2cc(C)n(CC3CCCO3)c2C)cc1 (stereo unspecified)	?	5	3%	-5%	-2	1.5µM*	-14%
CCN(CCCNC(=O)Cn1ncc2c([nH]c3ccccc32)c1=O)Cc1ccccc1	?	-8	0%	-4%	-4	-3%	24%
COc1ccc([N+](=O)[O-])cc1NCc1ccccc1C	?	15	1%	2%	-3	-3%	-68%
CC(C)(C)OC(=O)NC1CCN(S(=O)(=O)c2ccc3c(c2)OCCO3)CC1	26%	-4	7%	-1%	-3	-7%	?
CCCS(=O)(=O)Nc1cccc(-c2nc3cccnc3s2)c1	24%	57*	-1%	-3%	28*	12%	?
CS(=O)(=O)N(CC(=O)NCc1ccc(Cl)cc1)C1CCCCC1	-6%	2	5%	?	2	?	-7%
COc1ccc(/C=C/C(=O)N(C)c2ccccc2C(=O)O)cc1	4%	17	1%	3%	-1	14%	-8%
Cc1ccc2nc(SCC(=O)NCc3ccco3)[nH]c2c1	·	-3	0%	-3%	-3	?	?
CSc1nsc(SCC(=O)Nc2ccc(NC(C)=O)cc2)n1	91%[activator]	38	-2%	-5%	-4	-18%	-5%
COc1ccc(S(=O)(=O)N(C)CC(=O)Nc2cccc(C(C)=O)c2)cc1Cl	·	-6	4%	-2%	-2	?	-2%
COc1cc(C(=O)OCC(=O)N(C)c2ccccc2)cc(OC)c1OC	5%	1	-5%	-2%	-5	23%	22%
O=C(NN=C1CCCC1)c1cc(Br)ccc1O	28%	43	1%	-5%	23*	?	5%
CC(C)(C)c1cc(-c2ccccc2)n[nH]1	18%	34	5%	5%	15*	27%	5%
Cc1nn(-c2ccccc2)c2c1C(c1ccc([N+](=O)[O-])cc1)C(C#N)=C(N)O2 (stereo unspecified)	59%[activator]	-6	6%	1%	3	5%	5%
O=C(NCCCc1ccccc1)C1CCC(=O)N(Cc2ccc(Cl)cc2)C1 (stereo unspecified)	16%	38*	-4%	1%	36*	?	13%
COc1ccc(NC(=O)CN(C)C(=O)c2ccc(C)s2)cc1	17%	-9	-5%	-13%	15	34%[activator]	1%
O=C(C1=C[C@H](C2CC2)C[C@H](OCc2ccc(CO)cc2)O1)N1CCN(Cc2ccc3c(c2)OCO3)CC1	?	-12	9%	1%	-3	?	?
Cc1ccc(NC(=O)Nc2ccccc2CC[N+](=O)[O-])cc1	29%	-2	2%	0%	16*	48%[activator]	-21%
CCCCN(CCCC)NC(=O)c1ccccc1	18%	-13	0%	1%	8	?	14%
Cc1ccc2nc3c(cc(C(=O)NCC4CCCO4)c(=N)n3C3CCCC3)c(=O)n2c1 (stereo unspecified)	-26%	-10	-2%	7%	4	0%	?
CC1Cc2ccccc2N1C(=O)c1cc2c(=O)n3ccccc3nc2n1C (stereo unspecified)	?	-13	4%	-2%	-1	-12%	-7%
COc1cc(Nc2ccc(C(=O)O)cc2[N+](=O)[O-])cc(OC)c1	?	2	1%	-1%	-4	100%[activator]	9%
CC(=O)c1sc(NC(=O)c2ccc(F)c(S(=O)(=O)N3CCOCC3)c2)nc1C	?	·	·	0%	·	?	?
Cc1ccc(C)c(OCCSc2nnc(-c3cccnc3)n2N)c1	-9%	-3	6%	-7%	-2	-25%	10%
Cc1ccc(S(=O)(=O)N2CCCCC2)cc1NC(=O)[C@@H]1CCCN1C(=O)c1cccs1	?	·	·	-3%	·	?	-3%
CC(C)(C)c1ccc(C(=O)C2CCCN(C(=O)C3CCOCC3)C2)cc1 (stereo unspecified)	5.9µM*	-4	5%	2%	-2	-12%	6%
Cc1ccccc1Nc1scc(-c2ccc(Cl)cc2)[n+]1-c1ccccc1C	?	36	0%	-19%	7	?	-7%
COc1ccccc1OCc1nn[nH]n1	5%	-4	-6%	-8%	1	79%[activator]	-16%
Nn1c(=O)[nH]c2ccccc2c1=O	39%[activator]	-11	2%	-7%	-4	44%[activator]	11%
O=C(Nc1cc2c(cc1Br)OCCCO2)c1ccccc1	119%[activator]	123*	2%	3%	78*	88%[activator]	9%
Cc1ccc(-n2nnnc2SCC(=O)NC2CC2)cc1C	?	35	5%	4%	8	40%[activator]	-1%
CCCCOc1ccc(C2C(C(=O)c3ccc(C)o3)=C(O)C(=O)N2CC2CCCO2)cc1 (stereo unspecified)	-7%	20	1%	-5%	-2	15%	?
COCCN1C=C2C(=O)C(C)(OC(=O)C3CCCC3)C(=O)C=C2C=C1c1ccsc1 (stereo unspecified)	33%[activator]	-2	-1%[11.5 µM]	-6%	-6	31%[activator]	-10%
The listing continues.
SMILES	Pf growth 48h	Shiga inhibitor	LmPK inh	Tb PYK inh	Cycloheximide cs	Pf growth 96h	HCV inh
Cc1cc(C)n(C(CC(=O)O)C(=O)O)n1 (stereo unspecified)	·	20	10%	3%	-4	·	14%
C=C(C)CSc1nnc(CCNC(=O)OC(C)(C)C)o1	16%	-8	3%	-3%	-4	1%	3%
COc1ccc(C(C)=O)cc1COC(=O)c1cnc(C)cn1	-20%	-34	2%	6%	-4	9%	?
CCCC(=O)c1c(O)[nH]c(=O)[nH]c1=O	12%	-19	-1%	-1%	-1	·	0%
COc1ccccc1-n1c(O)c(C=NC2CC2)c(=O)[nH]c1=O	·	-5	3%	·	-4	-13%	5%
COC(=O)c1nn(-c2ccc(Oc3ccccc3)cc2)c(=O)cc1O	0%	15	-3%	3%	9	-3%	-5%
O=C(C1CCCN(S(=O)(=O)c2cccc3nonc23)C1)N1CCN(c2ccccc2Cl)CC1 (stereo unspecified)	12µM*	-18	2%	-2%&2%	-4	12µM*	?
Cc1csc(NC(=O)CN2C(=O)C3CC=CCC3C2=O)n1 (stereo unspecified)	·	-16	10%	-6%	-6	-19%	-22%
COc1cc(OC)c(-n2cc(-c3ccc(OC)c(OC)c3)[nH]c2=S)cc1Cl	?	2	-1%	-23%	-1	111%[activator]	-20%
OC1C2(Cc3ccccc3)CN3CCN(C2)CC1(Cc1ccccc1)C3 (stereo unspecified)	?	3	-5%	-2%	2	0.93µM*	15%
Cc1noc(C)c1COc1ccccc1C(=O)NNC(=O)c1ccccc1	0%	·	·	1%	·	14%	-8%
COc1ccc(-c2nnc(SCC(=O)c3ccc[nH]3)o2)cc1	171%[activator]	151*	-11%	-2%	36*	·	?
O=C(COC(=O)C1COc2ccccc2O1)Nc1cccc(S(=O)(=O)N2CCCCC2)c1 (stereo unspecified)	5%	-8	0%	-1%	-2	-5%	19%
CCC(=O)Nc1cccc(NC(=O)c2cccc([N+](=O)[O-])c2C)c1	17%	-5	-3%	-1%	-2	-7%	?
CCc1cccc(NC(=O)CN(C)S(=O)(=O)c2cccs2)c1	22%	71*	22%	-3%	24*	?	9%
CCN(CC)CCCNC(=O)C1CCCN(c2nnc(N3CCCC3=O)s2)C1 (stereo unspecified)	25%	-46	7%	4%	-4	·	4%
COC(=O)Cn1c2[n+](c3ccccc31)CC(O)CS2 (stereo unspecified)	16%	1	-4%	-4%	-1	?	22%
O=[N+]([O-])c1ccc(O)c(C(C#Cc2ccccc2)N2CCOCC2)c1 (stereo unspecified)	-18%	66*	3%	3%	26*	10%	-10%
O=c1[nH]c2cc3c(cc2cc1CN(Cc1nnnn1C1CCCC1)C1CCCC1)OCCO3	·	49	9%	-2%	19	9.3µM*	?
COc1ccc(S(=O)(=O)N2CCCCCC2)cc1C(=O)NCCc1ccccc1	?	·	·	5%	·	?	-4%
Cc1oc2ccc(OCc3cccc(Cl)c3)cc2c1C(=O)O	7%	15	0%	-5%	-1	6%	10%
CCOC(=O)CNS(=O)(=O)Cc1ccccc1	40%[activator]	·	·	-10%	·	46%[activator]	8%
COC(=O)Cn1c(=NC(=O)c2cccc(OC)c2)sc2cc(OC)ccc21	0%	30	1%	3%	10	?	-15%
COc1ccccc1NC(=O)CN1CCCCCC1	3%	-4	3%	1%	-5	2%	14%

Bioassay records as filed in PubChem BioAssay.
